PPARg SRC2 recr: agonists of SRC-2 recruitment by human PPARgamma | P37231 | PPARgamma LBD-SRC-2 recruitment, biochemical | activation, % at 8 µM | 200,000 tested, 0.34% active; in the data active = activation above about 22%;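 also: 0% = vehicle and 100% = reference agonist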
Target sequence (P37231 whole entry, looked up, the tested form may be a part): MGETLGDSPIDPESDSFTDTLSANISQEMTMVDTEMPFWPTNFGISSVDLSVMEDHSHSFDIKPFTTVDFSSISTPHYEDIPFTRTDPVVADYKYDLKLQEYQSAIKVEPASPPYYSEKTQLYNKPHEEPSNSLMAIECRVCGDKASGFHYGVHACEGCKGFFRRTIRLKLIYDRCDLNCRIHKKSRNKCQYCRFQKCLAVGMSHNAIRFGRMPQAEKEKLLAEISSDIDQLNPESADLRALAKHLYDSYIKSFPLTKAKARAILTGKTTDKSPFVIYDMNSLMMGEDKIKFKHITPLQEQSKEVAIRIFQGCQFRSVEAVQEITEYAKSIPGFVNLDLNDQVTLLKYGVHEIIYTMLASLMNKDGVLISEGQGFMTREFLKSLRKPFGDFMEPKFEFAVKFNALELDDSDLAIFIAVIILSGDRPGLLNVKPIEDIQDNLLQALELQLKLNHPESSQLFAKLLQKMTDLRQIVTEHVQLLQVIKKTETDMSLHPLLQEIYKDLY
SRC2 TRFRET art: flags TR-FRET format artefacts in PPARgamma SRC-2 recruitment agonist screen; TR-FRET artefact counter-screen; stronger effect = higher value; TR-FRET ratio at 8 µM; 200,000 tested, 0.4% active; in the data active = TR-FRET ratio above about 2000; also: inactives centre near 1500
Redox H2O2 prof: compounds producing H2O2 with reducing agent – biochemical, NIH compound library profiling, artefact control for MLSCN library redox annotation, primary screen; activation, % at 10 µM; 200,000 tested, 0.03% active; DTT-dependent redox cycling H2O2, phenol red/HRP absorbance; 100% = 100 µM peroxide control, 0% = buffer; AID 878;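 active = activation of at least 50% relative to the plate's high and low controls in the primary single-dose screen; inactive = activation below 50%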;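 also: compound incubated with DTT at 0.8 mM final as the reducing agent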
L major viab: reduces viability of Leishmania major promastigotes | resazurin fluorescence viability | inhibition, % at 10 µM | 200,000 tested, 9% active | AID 1063; in the data active = inhibition above about 50%;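 also: promastigotes grown with compound for 44 hours at 28 °C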
ROMK mod: modulates human ROMK potassium channel activity | P48048 | Tet-inducible ROMK, thallium flux fluorescence; actives lie on both sides | B-score at 10 µM | 130,000 tested, 2% active | AID 1918;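 active = signal ratio slope over the read window, or its plate-corrected B-score, at least 3 SD from the plate mean, either direction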;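 also: B-score of the F/F0 ratio slope over 7 to 12 s after thallium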
bIAP inh: intestinal alkaline phosphatase (bovine) inhibition; 190,000 tested, under 10 active; inhibition, % at 20 µM; purified bovine IAP, CDP-star luminescence, 30 min;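 active = over 50% inhibition of intestinal alkaline phosphatase at 20 µM in the single-dose screen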
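test system = bovine IAP enzyme | medium = DEA buffer 100 mM, pH 9.8, with MgCl2 1.0 mM, ZnCl2 0.02 mM | detection = luminescence | dosing = single compound dose of 20 µM, 2% DMSO final | incubation = 30 min reaction at room temperature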
PPARg SRC3 recr: agonists of human PPARgamma SRC-3 coactivator recruitment; biochemical PPARgamma/SRC-3 coactivator recruitment assay; activation, % at 8 µM; 200,000 tested, 0.26% active; P37231; in the data active = activation above about 23%;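 also: 0% = DMSO and 100% = reference agonist; some compounds past the cut are filed as inactive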
PPARg SRC-1 ag: PPARgamma-driven SRC-1 recruitment agonism. P37231. PPARgamma-SRC-1 coactivator recruitment biochemical assay. activation, % at 8 µM. 200,000 tested, 0.41% active; in the data active = activation above about 19%;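 also: 0% = DMSO and 100% = reference agonist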
S1P3 antag: S1P3 (human) receptor antagonism; Q99500; CHO S1P3 NFAT-BLA reporter, FRET fluorescence, antagonist mode; inhibition, % at 4.98 µM; 170,000 tested, 0.27% active;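 active = inhibition above the plate cutoff, the mean inhibition of test wells on that plate plus 3 SD, cut at about 28% in these data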;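 also: cells challenged with S1P at its EC80 of 0.8 µM; blue over green emission ratio from cleaved BLA substrate after 4 h stimulation; 0% = S1P-stimulated wells and 100% = unstimulated DMSO-only wells; some compounds past the cut are filed as inactive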
Target sequence (Q99500 whole entry, looked up): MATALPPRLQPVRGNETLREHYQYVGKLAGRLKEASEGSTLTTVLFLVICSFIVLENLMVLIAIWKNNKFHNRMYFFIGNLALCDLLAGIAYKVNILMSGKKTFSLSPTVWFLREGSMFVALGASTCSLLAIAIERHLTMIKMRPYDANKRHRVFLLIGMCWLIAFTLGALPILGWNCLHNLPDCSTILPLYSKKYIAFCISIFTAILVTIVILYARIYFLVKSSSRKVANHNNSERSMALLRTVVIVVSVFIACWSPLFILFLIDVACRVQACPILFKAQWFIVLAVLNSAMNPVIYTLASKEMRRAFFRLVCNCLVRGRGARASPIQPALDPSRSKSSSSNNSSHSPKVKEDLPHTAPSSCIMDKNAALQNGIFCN
bIAP activator: intestinal alkaline phosphatase (bovine) activation. purified bovine IAP, CDP-star luminescence, 30 min; stronger effect = higher value; fold of DMSO-control signal, blank-subtracted. activation factor at 20 µM. 200,000 tested, 0.17% active. AID 1016;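 active = activation factor of 2 or more at 20 µM, a signal rise over negative controls twice the positive control's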
TLR4-MyD88 BLA: TLR4-MyD88 interaction inhibition in cells; AID 861; 200,000 tested, 0.18% active; inhibition, % at 8.4 µM; O00206+Q99836; HeLa CL3-4 TLR4/MyD88 BLA complementation, FRET ratio; in the data active = inhibition above about 25%;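 also: 0% = vehicle and 100% = reference inhibitor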
* hit, by the source's call; nt = no result given.

The opening 4 compounds, to show the layout:
SMILES	PPARg SRC2 recr	SRC2 TRFRET art	Redox H2O2 prof	L major viab	ROMK mod	bIAP inh	PPARg SRC3 recr	PPARg SRC-1 ag	S1P3 antag	bIAP activator	TLR4-MyD88 BLA
O=C1OC(c2cccs2)=N/C1=C\c1ccc(-c2ccccc2Cl)o1	1	1594	1.2	-6	nt	9	4	6	nt	0.9	12
CC(=O)Nc1ccccc1C(=O)C(=O)Nc1cccc(C(=O)NCC2CCCO2)c1 (stereo not given)	8	1533	-0.5	-4	0.23	-10	0	0	2	1.1	-16
COc1cc(/C=C/C(=O)Nc2nnc(CC(C)(C)C)s2)cc(OC)c1OC	-5	1440	-0.1	4	1.6	9	-6	0	3	0.9	-3
Cc1cc(C)cc(C(=O)Oc2coc(CSc3nnc(NC(=O)C4CC4)s3)cc2=O)c1	14	1611	0.8	-12	nt	7	4	7	-7	0.9	-7

Results, from the start:
SMILES	PPARg SRC2 recr	SRC2 TRFRET art	Redox H2O2 prof	L major viab	ROMK mod	bIAP inh	PPARg SRC3 recr	PPARg SRC-1 ag	S1P3 antag	bIAP activator	TLR4-MyD88 BLA
O=C1OC(c2cccs2)=N/C1=C\c1ccc(-c2ccccc2Cl)o1	1	1594	1.2	-6	nt	9	4	6	nt	0.9	12
CC(=O)Nc1ccccc1C(=O)C(=O)Nc1cccc(C(=O)NCC2CCCO2)c1 (stereo not given)	8	1533	-0.5	-4	0.23	-10	0	0	2	1.1	-16
COc1cc(/C=C/C(=O)Nc2nnc(CC(C)(C)C)s2)cc(OC)c1OC	-5	1440	-0.1	4	1.6	9	-6	0	3	0.9	-3
Cc1cc(C)cc(C(=O)Oc2coc(CSc3nnc(NC(=O)C4CC4)s3)cc2=O)c1	14	1611	0.8	-12	nt	7	4	7	-7	0.9	-7
O=C(Cn1c2c(c(-c3ccccc3)cc1=O)CCCC2)N1CCCCCC1	7	1506	0.4	0	0.14	16	1	7	6	0.8	-4
COc1ccc(C2Nc3ccccc3C(=O)N2NS(=O)(=O)c2ccccc2)cc1OC (stereo not given)	-7	1642	-0.6	1	0.59	-8	-6	2	-25	1.1	12
CCN(CC)S(=O)(=O)c1cccc(-c2nnc(SCC(=O)N3CCC(C(=O)O)CC3)n2N)c1	2	1703	-0.5	-5	0.013	-17	4	7	-9	1.2	-7
COCCn1c(SCC(=O)N2CCCC2)nnc1-c1ccoc1C	4	1620	3.1	0	nt	7	4	1	-7	0.9	-8
O=C(Nc1ccc(O)cc1C(=O)O)c1cccc(Br)c1	2	1364	0.7	-4	nt	-2	-8	0	1	1	0
Clc1ccc(C2=Nn3c(nnc3-c3n[nH]c4c3CCC4)SC2)cc1	-2	1545	1.6	58*	nt	0	-8	0	8	1	4
Cc1ccc(N2C(=O)C(CN(C)C)C2c2ccccc2)cc1 (stereo not given)	1	1500	2.0	38	nt	-4	-2	-15	nt	1	5
Cc1ccc(-n2nc(C)c3c(C)cc(=O)[nH]c32)cc1	4	1600	-2.8	-4	nt	7	4	5	nt	0.9	-9
COC(=O)N/N=C/c1c(C)c(C(=O)c2ccc(F)cc2)n2ccccc12	5	1702	0.2	7	nt	8	2	4	5	0.9	9
C#CCOCCOCCOCCNc1nc(N2CCOCC2)nc(N2CCN(C(=O)[C@H](CCCCN)n3cc([C@@H](N)C(C)CC)nn3)CC2)n1 (stereo not given in full)	9	1730	-1.6	-2	nt	-27	7	6	-6	1.3	-2
CCOC(=O)c1c(C)n(OC)c2ccc3c(no[n+]3[O-])c12	1	1513	-0.5	2	nt	17	6	-1	nt	0.8	-3
CCc1nnc(NC(=O)CSc2ncc(-c3ccccc3)n2CC)s1	5	1558	2.3	-12	1.5	-3	-9	6	3	1	4
COc1ccc(C(=O)/C=C2/c3ccccc3CC(C)(C)N2C)cc1	-3	1760	1.8	18	nt	-2	1	6	nt	1	6
COc1cc(C)ccc1OCCCOc1c(Cl)cccc1Cl	1	1556	0.3	-3	-0.0047	3	-2	3	-13	1	-6
Cc1ccc(-c2cc3nc(-c4ccc(Br)cc4)cc(N)n3n2)cc1	5	1723	0.7	-5	nt	19	1	12	-22	0.8	0
COC(=O)c1c(C(=O)OC)c2oc3ccccc3n2c1Cl	1	1517	0.1	-3	-1.1	4	-3	-3	nt	1	-2
COC(=O)CCCC[C@@H]1SC[C@@H](NC(=O)OC)[C@@H]1NC(=O)OC	7	1471	1.2	-6	-0.24	7	3	-5	nt	0.9	-11
O=C(O)CCCCCCCCCCCc1ccccc1	-2	1501	0.0	-1	1.8	12	3	1	-13	0.9	-12
COc1ccc(/C=N\NC(=O)c2ccc(=O)[nH]n2)cc1O	1	1389	-0.1	-7	nt	1	2	-1	2	1	-7
Clc1ccc(-c2nnc(N3CCCC3)nn2)cc1	-3	1596	0.0	-1	0.16	39	0	4	nt	0.6	4
CCOC(=O)N1CCN(S(=O)(=O)c2cccc3nsnc23)CC1	-2	1429	-2.1	-4	0.68	3	2	0	-18	1	-6
CCC(=O)N1CCN(c2ccc(NC(=O)c3ccc(N4CCCC4)c([N+](=O)[O-])c3)cc2)CC1	-1	1511	0.8	-6	nt	-2	4	-5	-8	1	-9
CCCCCCOC(=O)/C=C/c1c(C)[nH]c(=O)[nH]c1=O	7	1470	1.5	94*	nt	2	5	5	nt	1	-8
Cn1c(C(O)c2ccc3c(c2)OCO3)nc2ccccc21 (stereo not given)	2	1486	2.6	14	-0.052	-32	2	-6	22	1.3	-9
COCCn1c(=NC(=O)C2COc3ccccc3O2)sc2cc(S(N)(=O)=O)ccc21 (stereo not given)	-6	1565	-0.4	4	-0.19	-3	5	7	-8	1	-2
COc1ccc(CCN=C(N)NS(=O)(=O)c2ccccc2)cc1	3	1686	-0.4	-5	0.28	16	3	3	16	0.8	1
Cc1nc(S(=O)(=O)c2ccc(Cl)cc2)nc2c1CCC2	-9	1314	-3.8	0	0.13	-1	-3	-1	nt	1	2
CCCCC(CC)Cn1c2nc3ccccc3nc2c2c(=N)oc(C)nc21 (stereo not given)	48*	2312*	1.7	26	1	6	-7	-4	nt	0.9	48*
CCCCN1C(=O)C(O)=C(C(C)=O)C1c1ccccc1[N+](=O)[O-] (stereo not given)	3	1523	-2.1	0	1.3	2	1	2	10	1	-5
CCOC(=O)c1c(C(F)(F)F)nc2ncccn12	9	1590	-0.1	-6	-0.64	8	10	2	nt	0.9	-13
CCOC(=O)c1c(N)sc(C(C)=O)c1C	5	1574	0.1	-4	nt	4	6	5	nt	1	1
CCOC(=O)NC(=O)C(=CNc1cccc(C)c1)C(=O)NC(=O)OCC	5	1458	-0.3	17	0.73	1	3	7	-12	1	4
O=C(CCN1C(=O)COc2ccccc21)NCCCN1CCc2ccccc2C1	4	1384	0.2	1	-0.39	-2	11	0	nt	1	-13
CC(=O)Oc1ccc2c(c1)OC(c1ccccc1)CC21CC(C)(C)NC(=S)N1 (stereo not given)	15	1465	-5.1	5	nt	18	-5	5	nt	0.8	4
O=C(O)CCc1ccc(-c2ccc(Br)cc2)o1	42*	2456*	-0.7	-2	0.3	4	62*	28*	8	1	-14
Cc1ccc(NC(=O)Cn2ccc([N+](=O)[O-])n2)cc1Cl	4	1649	0.5	8	0.19	9	2	-8	16	0.9	9
O=C(Nc1ccc(OC(F)(F)F)cc1)c1[nH]ncc1[N+](=O)[O-]	7	1687	-0.2	-1	-0.95	-11	8	1	-4	1.1	1
CN(Cc1ccccc1)C(=O)Nc1ccccc1	6	1518	0.8	1	-0.056	14	-5	0	4	0.9	-11
CC1CCC2(CC1)NC(=S)N(c1ccccc1)N2 (stereo not given)	1	1401	0.1	79*	0.52	3	-1	0	nt	1	6
CC(=O)Nc1cc(ON=C(C)C)cc([N+](=O)[O-])c1	16	1673	-0.7	0	-0.67	6	4	5	-17	0.9	5
C=CCn1c(-c2cccnc2)n[nH]c1=S	-7	1636	0.5	39	-1	1	4	1	-9	1	0
CCOc1ccc(NC2CCN(C(C)=O)CC2)cc1	4	1785	-1.7	-1	nt	3	10	10	-7	1	-10
COc1ccccc1CN(Cc1nc2ccccc2c(=O)[nH]1)C(=O)Nc1ccccc1	0	1464	-2.6	15	0.26	7	7	-2	15	0.9	6
Cc1ccc(S(=O)(=O)N2CCCC(C(=O)Nc3ccc(NC(=O)c4ccccn4)cc3)C2)cc1 (stereo not given)	16	1549	1.4	-7	0.33	18	10	1	nt	0.8	2
Cc1ccccc1OC(C)C(=O)NC1CCCC1 (stereo not given)	4	1308	0.9	-1	-0.57	7	-5	2	-21	0.9	-2
CC1Cc2ccccc2N1C(=O)CCS(=O)(=O)c1cccc2nonc12 (stereo not given)	2	1548	-2.5	-4	nt	12	-4	-3	nt	0.9	1

The results go on:
SMILES	PPARg SRC2 recr	SRC2 TRFRET art	Redox H2O2 prof	L major viab	ROMK mod	bIAP inh	PPARg SRC3 recr	PPARg SRC-1 ag	S1P3 antag	bIAP activator	TLR4-MyD88 BLA
CN1C(=O)CSc2ccc(NC(=O)NCCC3=CCCCC3)cc21	4	1426	0.6	4	-0.25	12	8	4	nt	0.9	9
COc1ccc(N2CCN(S(=O)(=O)c3ccc(Br)s3)CC2)cc1	-8	1378	-0.1	-4	nt	-35	0	8	26	1.4	-5
Cc1cccc(NC(=O)C2(c3cccs3)CCOCC2)n1	3	1654	0.1	-4	nt	-5	-4	-1	-5	1.1	-12
CCOc1ncccc1C(=O)N1CCN(S(=O)(=O)c2ccccc2)CC1	3	1729	-1.1	2	0.035	-8	8	-3	-10	1.1	-8
O=P(O)(CP(=O)(c1ccccc1)c1ccccc1)c1ccccc1O	4	1531	2.0	-2	nt	0	1	4	nt	1	-2
COc1ccccc1C(=O)OCC(=O)c1cccc([N+](=O)[O-])c1	0	1574	0.1	-14	-0.22	-2	0	4	1	1	-6
Cc1cccc(NC(=O)/C(=C\c2cccs2)NC(=O)c2ccccc2)c1	-3	1592	-1.6	-2	nt	10	4	0	nt	0.9	-2
COC(=O)Cc1n[nH]c(=S)[nH]c1=O	-12	1633	2.0	-1	0.19	2	-13	-4	16	1	2
COc1ccccc1C(=O)N1CCN(S(=O)(=O)Cc2ccccc2)CC1	11	1592	-0.5	-4	nt	-1	5	7	13	1	3
C=C(C)n1c(=O)[nH]c2ccccc21	10	1552	3.4	-4	nt	3	2	2	2	1	-5
CCc1nnc(NC(=O)CSc2ncnc3c2cnn3-c2ccc(OC)cc2)s1	-5	1579	-4.7	-5	nt	8	1	9	nt	0.9	6
Cc1ccc(/C=C/C(=O)O)cc1S(=O)(=O)NCc1ccco1	-3	1531	-0.5	-7	0.25	-14	3	-5	5	1.1	-9
C=CCC1(N(C(C)=O)c2ccccc2C)CCCCC1	3	1501	-1.8	14	-1.4	-3	-1	0	-7	1	12
CCCCCC(=O)N(O)C1CC(=O)N(c2ccccc2)C1=O (stereo not given)	-7	1474	2.0	6	nt	8	-15	10	0	0.9	16
OC(CNC1CCCCC1)CNC1CCCCC1	-4	1493	-0.1	-3	0.015	3	4	-2	1	1	-4
CC(c1nccs1)N(C)C(=O)CCc1nnc(Cc2c[nH]c3ccccc23)o1 (stereo not given)	11	1679	-0.7	-3	1.6	-24	4	1	-8	1.2	11
